Screening data from PubChem.
CHO-K1 Ca ag: nonselective activator or artifact in parental CHO-K1 cells; Fluo-8 calcium fluorescence; scaled to maximal ATP response, vehicle zero; 360,000 tested, 0.48% active; activation, % at 3 µM; AID 602248; in the data active = activation above about 15%;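 also: untransfected CHO-K1 host cells lacking M1 receptor as counterscreen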
OXTR potentiate: potentiators of human oxytocin receptor | AID 2445 | activation, % at 3 µM | 320,000 tested, 0.061% active | CHO-OTR cells, Fluo-8 calcium fluorescence, potentiator mode; 0% = oxytocin EC15, 100% = EC100 | P30559;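 active = activation above that plate's cutoff, the mean activation of tested compounds plus 3 SD, cut at about 6.6% in these data, passing the limit was not always enough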;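 also: 100% uses oxytocin at 75 nM as the full agonist control; some results filed as inactive read as strong as hits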
Target sequence (P30559 whole entry, looked up): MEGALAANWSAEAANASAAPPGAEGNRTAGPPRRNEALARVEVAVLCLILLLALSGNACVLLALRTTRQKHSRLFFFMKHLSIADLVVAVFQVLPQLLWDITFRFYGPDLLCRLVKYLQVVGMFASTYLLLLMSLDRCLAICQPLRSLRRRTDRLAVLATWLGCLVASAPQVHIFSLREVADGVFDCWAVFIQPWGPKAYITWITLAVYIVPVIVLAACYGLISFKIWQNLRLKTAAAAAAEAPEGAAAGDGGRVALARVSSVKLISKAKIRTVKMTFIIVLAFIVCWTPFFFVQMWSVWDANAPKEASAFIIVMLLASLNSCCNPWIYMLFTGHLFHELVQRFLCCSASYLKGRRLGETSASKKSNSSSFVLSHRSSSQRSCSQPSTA
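Assay system: CHO cell line stably expressing human OTR | Also added: Oxytocin at about EC15, sub-maximal agonist stimulus | Times: Compound 6 min at room temperature before oxytocin, 100 s read | Measured by: Fluo-8 intracellular calcium fluorescence, ex 470-495, em 515-575 nm | Controls: EC15 oxytocin alone as 0%, 75 nM oxytocin as 100%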
M1 ag: human M1 muscarinic receptor agonism. CHO-K1 hM1, Fluo-8 calcium fluorescence, agonist mode; 0% DMSO, 100% acetylcholine EC100. 360,000 tested, 0.33% active. activation, % at 3 µM. AID 588814;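 active = activation above the run's mean compound activation plus 3 SD, cut at about 16% in these data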;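 also: peak over basal fluorescence ratio within a 140 s kinetic read after compound addition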
Target sequence (P11229 whole entry, looked up): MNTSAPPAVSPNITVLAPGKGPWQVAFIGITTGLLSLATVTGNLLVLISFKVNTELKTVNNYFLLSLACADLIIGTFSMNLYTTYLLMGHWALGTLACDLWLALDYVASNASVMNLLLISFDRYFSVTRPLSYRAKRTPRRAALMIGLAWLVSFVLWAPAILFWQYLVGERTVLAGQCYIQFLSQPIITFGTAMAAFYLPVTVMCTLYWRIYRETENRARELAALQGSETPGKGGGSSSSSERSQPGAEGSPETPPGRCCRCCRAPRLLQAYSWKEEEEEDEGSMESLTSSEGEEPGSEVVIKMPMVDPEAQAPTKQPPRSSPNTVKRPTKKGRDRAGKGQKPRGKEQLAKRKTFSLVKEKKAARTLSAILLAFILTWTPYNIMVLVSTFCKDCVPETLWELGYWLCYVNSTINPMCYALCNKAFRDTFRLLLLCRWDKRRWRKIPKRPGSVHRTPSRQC
M1 PAM parental: counter-screen for M1 PAMs: effect in parental CHO-K1 cells; ATP EC20, Fluo-8 calcium fluorescence; 0% at ATP EC20, 100% at ATP max; activation, % at 3 µM; 360,000 tested, 0.02% active;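 active = activation above the run cutoff, the mean activation of all test compounds plus 3 SD, cut at about 40% in these data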;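 also: peak over basal fluorescence ratio in a 140 s read after ATP addition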
TAAR1 antag: antagonists of human TAAR1; Q96RJ0; CHO RD-HGA16 TAAR1, Fluo-8 calcium fluorescence, antagonist; 360,000 tested, 1.5% active; inhibition, % at 3 µM;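 active = inhibition above a per-plate cutoff, the mean inhibition of test compounds on that plate plus 3 SD, cut at about 49% in these data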;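 also: 0% = DMSO plus EC80 beta-PEA response and 100% = DMSO alone without agonist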
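Test system – hTAAR1-expressing CHO RD-HGA16 cells, Gα16-coupled · Reagent – β-PEA at EC80 concentration, post-compound challenge · Compound dosing – 3 µM, single point · Timing – 140 s kinetic read after compound, 140 s after agonist · Detection – Fluo-8 intracellular calcium dye fluorescence, real-time kinetic reads · Control set – DMSO and EC80 PEA controls · Repeats – n of 1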
CHO-K1 Ca antag: counter-screen for M1 antagonists: effect in parental CHO-K1 cells; ATP-induced calcium, Fluo-8 fluorescence; inhibition, % at 3 µM; 360,000 tested, 0.6% active; AID 602250;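 active = inhibition above a per-plate cutoff, the plate's mean sample inhibition plus 3 SD, cut at about 24% in these data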;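 also: 0% = DMSO plus EC80 ATP and 100% = DMSO alone without ATP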
CHO parental Ca: signal in parental CHO cells, OX1R antagonist counter-screen; inhibition, % at 5.6 µM; AID 463079; 330,000 tested, 0.63% active; parental CHO-K1, ATP-induced calcium, Fluo-8 fluorescence;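 active = inhibition above that plate's mean sample inhibition plus 3 SD, cut at about 26% in these data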;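 also: 0% = ATP-challenged DMSO wells and 100% = DMSO wells without ATP; some compounds past the cut are filed as inactive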
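Test system: untransfected parental CHO cell line. Compound: one dose, 5.6 µM nominal. Detection: intracellular calcium via Fluo-8 no-wash fluorescent dye. Measure: % inhibition. Benchmarks: ATP-challenged DMSO wells low, unchallenged DMSO wells high.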
V1aR counter: counter-screen for oxytocin receptor agonists: human V1a receptor agonists; P37288; CHO-V1R cells, Fluo-8 calcium fluorescence, agonist mode; 0% DMSO, 100% 3 nM vasopressin; activation, % at 3 µM; 320,000 tested, 0.25% active;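 active = activation above the mean activation of all tested compounds plus 3 SD, per screening run, cut at about 20% in these data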;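 also: signal is peak over basal fluorescence ratio across a 100 second FLIPR read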
TAAR1 agonist: agonists of human TAAR1; Q96RJ0; CHO RD-HGA16 TAAR1, Fluo-8 calcium fluorescence; vehicle wells 0%, saturating PEA agonist 100%; activation, % at 3 µM; 360,000 tested, 0.99% active; AID 624467;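 active = activation above the mean activation of all test compounds in the run plus 3 SD, cut at about 38% in these data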
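Signal – calcium-sensitive Fluo-8 signal, excitation 470-495, emission 515-575 nm · System – RD-HGA16 (CHO) cells co-expressing Gα16 and hTAAR1 · Incubation – 17-24 h seeding, 75 min 37 °C dye, 30 min RT · Compound dosing – 3 µM single concentration · Repeats – no replicates (n 1)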
* marks the source's active call; other numbers are inactive results; . = not tested or not shown.

SMILES	CHO-K1 Ca ag	OXTR potentiate	M1 ag	M1 PAM parental	TAAR1 antag	CHO-K1 Ca antag	CHO parental Ca	V1aR counter	TAAR1 agonist
CCOc1ccc(CC2CCC(=O)NC2=O)cc1 (centres undefined)	0.2	-10	-8	17	-10	-8	-1	-0.7	0
CCC(C(=O)O)n1nnc(-c2ccc(-c3ccc(OC)cc3)cc2)n1 (centres undefined)	0.2	-11	-1	-5	5	-11	0	0.0	12
C=CCC1NS(=O)(=O)OC2CCCC12 (centres undefined)	0.3	-12	-2	10	-6	-8	-10	0.5	3
CN(C(=O)c1ccc(NC(=O)Cc2cccc(NC(=O)C3CCCN(C(=O)C4CCCC4)C3)c2)cc1)C1CC1 (centres undefined)	0.3	.	-4	6	11	1	.	.	3
CCCN(C(=O)CCl)C1=CCCCC1	1.1	-2	-5	11	-7	-12	5	1.2	4
CCN=C1S/C(=C/c2ccc(-c3ccc(F)cc3)o2)C(=O)N1CC	3.6	-4	-3	19	-7	-13	-23	-0.6	-1
O=C(O)C1CCCCC1C(=O)NCc1ccc2c(c1)OCO2 (centres undefined)	-0.3	-3	-7	12	0	-10	9	-0.1	9
COc1ccc(NC(=O)C(C)(C)Oc2ccc(Cl)cc2)cn1	2.5	2	-7	10	13	-2	-16	-0.8	-4
CCC(CC)C(=O)c1c[nH]c(C(=O)NCCCn2ccnc2)c1	-0.1	-3	-6	23	5	-2	-7	0.1	1
COc1ccc(-c2nsc(SCC(=O)NCc3ccc4c(c3)OCO4)n2)cc1	1.1	-4	-6	23	-4	-15	3	0.7	2
O=C(CSc1nnc(Cc2csc(Nc3cccc(Cl)c3)n2)o1)N1CCc2ccccc21	3.3	-12	-4	29	51*	2	-3	2.2	1
Cc1cc(OCC(=O)Nc2c(C(C)C)cccc2C(C)C)no1	0.1	.	-8	-4	24	-2	.	.	-1
CN(C)C(=O)CCc1ccc2c3c([nH]c2c1)[C@]1(CCC2CCCC2)[C@@H](C(=O)N2CCOCC2)C[C@H](CC(=O)NCCC2=CCCCC2)C(=O)N1CC3	0.0	.	-9	7	-9	-12	-33	.	5
O=C(Nc1ccc(Cl)c(Cl)c1)OCc1cnc(Cl)s1	0.0	-14	-3	-5	20	11	-19	0.6	8
CC(Sc1nnc(-c2cccs2)n1N)C(=O)NCC1CCCO1 (centres undefined)	1.2	1	-2	13	-12	-5	1	1.9	1

The list goes on, starting with the last 4 of the part before.
SMILES	CHO-K1 Ca ag	OXTR potentiate	M1 ag	M1 PAM parental	TAAR1 antag	CHO-K1 Ca antag	CHO parental Ca	V1aR counter	TAAR1 agonist
Cc1cc(OCC(=O)Nc2c(C(C)C)cccc2C(C)C)no1	0.1	.	-8	-4	24	-2	.	.	-1
CN(C)C(=O)CCc1ccc2c3c([nH]c2c1)[C@]1(CCC2CCCC2)[C@@H](C(=O)N2CCOCC2)C[C@H](CC(=O)NCCC2=CCCCC2)C(=O)N1CC3	0.0	.	-9	7	-9	-12	-33	.	5
O=C(Nc1ccc(Cl)c(Cl)c1)OCc1cnc(Cl)s1	0.0	-14	-3	-5	20	11	-19	0.6	8
CC(Sc1nnc(-c2cccs2)n1N)C(=O)NCC1CCCO1 (centres undefined)	1.2	1	-2	13	-12	-5	1	1.9	1
CCC1=C(c2ccc(C)cc2)S(=O)(=O)N=C1N1CCC(C(=O)NCCCN2CCCCC2C)CC1 (centres undefined)	0.4	-2	-6	2	-21	-14	0	0.6	5
COc1cccc(OC)c1C(=O)N1CCN(Cc2ccccc2C)CC1	0.2	-1	-2	3	-9	-5	-7	-0.2	7
CC1CCc2c(sc(NC(=O)COC(=O)c3ccc(NC(=O)CC#N)cc3)c2C#N)C1 (centres undefined)	2.2	-4	0	-4	8	7	-10	-0.2	3
C#CCOC(=O)/C(=C/C=C/c1ccccc1)NC(=O)c1ccccc1	1.5	-3	-9	-4	-1	6	-17	-1.0	1
CCOC(=O)C1CCN(S(=O)(=O)c2ccc(Cl)s2)CC1	2.2	1	-6	5	11	-5	-1	2.0	1
Cn1sc(NC(=O)c2ccc(Cl)cc2)nc1=O	0.7	3	-4	14	-1	-2	-6	0.3	3
CC(Oc1ccc(Cl)cc1Cl)C(=O)NC1CCSC1=O (centres undefined)	0.3	-9	-5	16	2	-1	-4	-1.1	4
COc1cc2c(-c3ccc4cc[nH]c4c3)c(-c3ccc(C#N)cc3)oc(=O)c2cc1OC	-0.1	-7	-7	-3	13	-17	7	-0.6	1
COc1ccc(C(=O)C2CCN(C(=S)Nc3ccc(F)cc3)CC2)cc1	1.4	-9	-1	9	-16	-15	-14	3.5	4
CC(C)c1ccc(NC(=O)COC(=O)/C=C/c2cccc(Br)c2)cc1	0.1	-1	-3	14	-3	-3	-2	-0.5	0
CCC(Sc1ccccc1C(=O)O)C(=O)O (centres undefined)	-0.1	-4	2	-7	6	12	12	-0.4	0
OCCC1CN(Cc2cccn2-c2nccs2)CCN1CCc1ccccc1 (centres undefined)	1.1	-3	-6	12	13	-18	-30	0.5	1
CC12CC(c3ccccc3O1)N(C(=O)c1ccco1)C(=O)N2c1ccccc1 (centres undefined)	-0.2	-15	-3	9	-6	-8	-11	-1.1	7
CCCCN(C(=O)c1cccc(-n2cccc2)c1)c1c(N)n(CCCC)c(=O)[nH]c1=O	0.5	-1	-1	15	-26	-13	-46	-0.3	-1
O=C(Nc1ccncc1)c1cc2ccccc2cc1O	16*	-18	4	5	26	-8	8	15	24
Cc1ccc(S(=O)(=O)N2CCCCC2)cc1NC(=O)c1ccc2c(=O)n3c(nc2c1)CCCCC3	.	-11	.	.	48	.	-10	2.5	16
Cc1cc(C2N=C(N)Nc3nc4ccccc4n32)c(C)n1-c1ccccc1Cl (centres undefined)	0.3	-7	-15	8	-27	-14	-22	0.2	8
O=C(NCc1cccs1)c1ccccc1C(=O)NCc1cccs1	0.5	-15	-4	8	2	7	-1	-0.5	7
CCC1(C)N=C(c2ccc3c(c2)OCO3)CC(c2ccccc2O)N1 (centres undefined)	2.6	-4	-4	18	8	-10	-12	1.5	5
CCn1c(SCC(=O)Nc2ccccc2Br)nnc1-c1cnccn1	1.4	-5	-3	18	0	-16	-3	0.6	4
N#Cc1c(NC(=O)c2ccccc2Cl)n(Cc2ccccc2)c2nc3ccccc3nc12	15	-10	2	-1	46	15	15	8.2	11
O=C(Cc1ccccc1)NC1CCCCC1	0.2	.	-5	17	-40	-2	.	.	1
O=C1NC[C@@H](CCCCN2C[C@H](Cc3ccccc3)N(Cc3ccccc3)C(=O)C2=O)N(CCc2ccccc2)C1=O	0.4	.	.	18	-6	-15	.	.	2
COC(=O)c1ccccc1-n1c(CCC(=O)O)ccc1-c1ccc(F)cc1	0.9	-2	-4	2	-1	-5	-21	0.3	-1
CCOc1cc(S(=O)(=O)NCc2ccco2)c(OCC)cc1-n1cnnn1	0.4	-9	-4	9	3	-15	-13	-0.2	8
CCOc1ccccc1-n1nnnc1SCC(=O)N(C)C1CCS(=O)(=O)C1 (centres undefined)	-0.1	.	-3	2	-13	7	.	.	0
COc1ccc(C(CNC(=O)COc2ccccc2)N2CCOCC2)cc1 (centres undefined)	1.3	-7	-4	6	-13	-5	0	-0.5	0
COc1ccc2cc(C)c3nnc(SCC(=O)Nc4cc(OC)c(OC)cc4C(=O)O)n3c2c1	-0.1	-13	-3	-18	-5	12	-1	0.2	9
CC(C)Nc1nc(Cl)nc(NCCOc2ccccc2)n1	1.1	0	-11	-3	-4	0	-33	-1.4	2
Cc1ccccc1/C=C\c1nc(O)c([N+](=O)[O-])c(=O)[nH]1	0.1	-7	-1	-5	2	-9	-3	0.2	5
CCOC(=O)COc1ccc(Br)cc1/C=C\c1[nH]c(=O)[nH]c(=O)c1[N+](=O)[O-]	-0.5	-4	-4	7	-22	-3	-14	-0.8	7
CCCC(C)C(=O)Nc1ccc(S(=O)(=O)Nc2nccc(C)n2)cc1 (centres undefined)	0.2	-1	-7	8	-9	-5	-5	1.1	2
CCN(CC)CCNC(=O)c1cn(C)c2ccc(S(=O)(=O)N(C)C3CCCCC3)cc2c1=O	0.7	-2	-14	18	-16	-8	-10	0.5	3
O=C1N[C@@H](c2ccccc2)COC(=O)[C@H](Cc2ccc(F)cc2)CC/C=C/C[C@@H]1CC(=O)N(CCO)Cc1ccccc1	0.6	-8	-6	-1	43	-8	-19	1.1	7
N#C/C(=C(/O)CSc1ccccc1C(=O)O)c1nc2ccccc2s1	0.5	-3	-3	24	1	-11	-2	0.2	2
Nc1ccn([C@@H]2O[C@H](CNCc3cnc(N4CCOCC4)nc3)[C@@H](O)[C@H]2O)c(=O)n1	-0.2	.	-1	13	-15	-5	.	.	0
Cc1ccc(C)c(C(C)NC(=O)c2ccncc2)c1 (centres undefined)	1.7	-3	0	8	-19	-13	-3	1.4	3
Fc1ccccc1-c1[nH]ncc1-c1nnnn1-c1ccccc1	1.0	-9	-2	11	8	-6	0	6.4	1
CCOC(=O)CNS(=O)(=O)CCN1C(=O)c2ccccc2C1=O	0.1	5	-1	17	3	-23	-10	0.0	3
O=C(CNS(=O)(=O)c1ccccc1F)Nc1ccc(N2CCOCC2)cc1	0.1	1	-3	7	-8	0	-2	0.1	2
COc1cccc(CN2CC(C(=O)NCc3cccc(Cl)c3)CCC2=O)c1 (centres undefined)	0.4	.	-3	14	-18	-11	.	.	1
COCCNC(=O)C(C)Oc1ccccc1 (centres undefined)	0.2	-11	-6	5	9	2	4	0.6	3
Cc1cccc(OCc2n[nH]c(=S)n2-c2ccccc2)c1	0.8	2	-7	-3	-5	8	-4	0.4	3
Cc1nnc(SCC(=O)Nc2c(Cl)cccc2Cl)[nH]c1=O	0.1	-3	-3	2	-19	3	-4	0.1	0
Cc1ccc2[nH]c(=O)c(COC(=O)c3cccs3)cc2c1	0.3	4	-6	15	-21	0	-10	-0.2	3
Cn1c(N)c(N=Cc2ccccc2)c(=O)n(C)c1=O	0.8	.	-2	18	-5	-9	.	.	2
Cc1ccc(-n2nnnc2SCC(=O)N2c3ccccc3NC(=O)C2(C)C)cc1	0.7	2	-2	5	12	-1	-12	-1.1	2
COC(=O)[C@@]1(Cc2ccccc2)[C@H]2c3cc(C(=O)N4CCCC4)n(Cc4ccsc4Br)c3C[C@H]2CN1C(=O)c1ccccc1	.	-10	.	.	-4	.	-9	0.3	3
